Assay outcomes from PubChem BioAssay.
SKN-1 block: inhibitors of C. elegans SKN-1; C. elegans VP596 Pgst-4::GFP/RFP ratio, acrylamide-induced, 24 h; 0.49% of 360,000 active; inhibition, % at 21.8 µM;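 active means interference check ratio from 0.5 to 1.5 plus GFP to RFP signal ratio inhibition reaching or exceeding a fixed threshold, cut at about 30% in these data, passing the limit was not always enough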; further: some compounds called inactive have numbers as strong as hits
bovine MsrA act: activates bovine MsrA enzyme | purified bovine MsrA, absorbance read-out | activation, % at 10.6 µM | 0.3% of 360,000 active | AID 602163; in the data active means activation above about 7.5%;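 further: 0% = vehicle and 100% = reference activator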
MT1-MMP act inh: inhibitors of human MT1-MMP activation; HT1080 RFP-PRO-GFP cells, GFP/RFP ratio fluorescence, overnight; percent of plate control window, DMSO zero; GFP/RFP ratio change, % at 20 µM; 0.061% of 360,000 active;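 active means GFP/RFP ratio change of at least 30% with cell ATP level not reduced by more than half and red fluorescence within 50% of control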; further: strong numbers were not always called active
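Material: RFP-PRO-GFP reporter HT1080 cells. Dosing: single-point 20 µM compound, 1% DMSO. Controls: DMSO and RFP-L50D-GFP cell wells. Timing: cells overnight before dosing, compound overnight, 37 °C, 5% CO2. Measure: GFP/RFP fluorescence ratio.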
NRP1-CendR mod: NRP-1/CendR interaction modulation; 0.85% of 360,000 active; inhibition, % at 25 µM; FAM-RPARPAR peptide binding to NRP-1, fluorescence polarization; AID 602438;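 active means inhibition or corrected inhibition above about 18%, plus a signal ratio from 0.5 to 1.5, limit read from the data, passing the limit was not always enough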; further: strong numbers were not always called active
FAS-TE inh: FAS thioesterase (human) inhibition; P49327; recombinant FAS-TE, OMFH fluorogenic substrate, fluorescence endpoint; inhibition, % at 15 µM; 0.67% of 360,000 active; AID 602261;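 active means compounds whose normalised, plate-corrected inhibition of enzyme fluorescence in the single-dose primary screen is 50% or more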;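 further: 0% = DMSO with enzyme and 100% = substrate without enzyme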
Target sequence (P49327 whole entry, looked up): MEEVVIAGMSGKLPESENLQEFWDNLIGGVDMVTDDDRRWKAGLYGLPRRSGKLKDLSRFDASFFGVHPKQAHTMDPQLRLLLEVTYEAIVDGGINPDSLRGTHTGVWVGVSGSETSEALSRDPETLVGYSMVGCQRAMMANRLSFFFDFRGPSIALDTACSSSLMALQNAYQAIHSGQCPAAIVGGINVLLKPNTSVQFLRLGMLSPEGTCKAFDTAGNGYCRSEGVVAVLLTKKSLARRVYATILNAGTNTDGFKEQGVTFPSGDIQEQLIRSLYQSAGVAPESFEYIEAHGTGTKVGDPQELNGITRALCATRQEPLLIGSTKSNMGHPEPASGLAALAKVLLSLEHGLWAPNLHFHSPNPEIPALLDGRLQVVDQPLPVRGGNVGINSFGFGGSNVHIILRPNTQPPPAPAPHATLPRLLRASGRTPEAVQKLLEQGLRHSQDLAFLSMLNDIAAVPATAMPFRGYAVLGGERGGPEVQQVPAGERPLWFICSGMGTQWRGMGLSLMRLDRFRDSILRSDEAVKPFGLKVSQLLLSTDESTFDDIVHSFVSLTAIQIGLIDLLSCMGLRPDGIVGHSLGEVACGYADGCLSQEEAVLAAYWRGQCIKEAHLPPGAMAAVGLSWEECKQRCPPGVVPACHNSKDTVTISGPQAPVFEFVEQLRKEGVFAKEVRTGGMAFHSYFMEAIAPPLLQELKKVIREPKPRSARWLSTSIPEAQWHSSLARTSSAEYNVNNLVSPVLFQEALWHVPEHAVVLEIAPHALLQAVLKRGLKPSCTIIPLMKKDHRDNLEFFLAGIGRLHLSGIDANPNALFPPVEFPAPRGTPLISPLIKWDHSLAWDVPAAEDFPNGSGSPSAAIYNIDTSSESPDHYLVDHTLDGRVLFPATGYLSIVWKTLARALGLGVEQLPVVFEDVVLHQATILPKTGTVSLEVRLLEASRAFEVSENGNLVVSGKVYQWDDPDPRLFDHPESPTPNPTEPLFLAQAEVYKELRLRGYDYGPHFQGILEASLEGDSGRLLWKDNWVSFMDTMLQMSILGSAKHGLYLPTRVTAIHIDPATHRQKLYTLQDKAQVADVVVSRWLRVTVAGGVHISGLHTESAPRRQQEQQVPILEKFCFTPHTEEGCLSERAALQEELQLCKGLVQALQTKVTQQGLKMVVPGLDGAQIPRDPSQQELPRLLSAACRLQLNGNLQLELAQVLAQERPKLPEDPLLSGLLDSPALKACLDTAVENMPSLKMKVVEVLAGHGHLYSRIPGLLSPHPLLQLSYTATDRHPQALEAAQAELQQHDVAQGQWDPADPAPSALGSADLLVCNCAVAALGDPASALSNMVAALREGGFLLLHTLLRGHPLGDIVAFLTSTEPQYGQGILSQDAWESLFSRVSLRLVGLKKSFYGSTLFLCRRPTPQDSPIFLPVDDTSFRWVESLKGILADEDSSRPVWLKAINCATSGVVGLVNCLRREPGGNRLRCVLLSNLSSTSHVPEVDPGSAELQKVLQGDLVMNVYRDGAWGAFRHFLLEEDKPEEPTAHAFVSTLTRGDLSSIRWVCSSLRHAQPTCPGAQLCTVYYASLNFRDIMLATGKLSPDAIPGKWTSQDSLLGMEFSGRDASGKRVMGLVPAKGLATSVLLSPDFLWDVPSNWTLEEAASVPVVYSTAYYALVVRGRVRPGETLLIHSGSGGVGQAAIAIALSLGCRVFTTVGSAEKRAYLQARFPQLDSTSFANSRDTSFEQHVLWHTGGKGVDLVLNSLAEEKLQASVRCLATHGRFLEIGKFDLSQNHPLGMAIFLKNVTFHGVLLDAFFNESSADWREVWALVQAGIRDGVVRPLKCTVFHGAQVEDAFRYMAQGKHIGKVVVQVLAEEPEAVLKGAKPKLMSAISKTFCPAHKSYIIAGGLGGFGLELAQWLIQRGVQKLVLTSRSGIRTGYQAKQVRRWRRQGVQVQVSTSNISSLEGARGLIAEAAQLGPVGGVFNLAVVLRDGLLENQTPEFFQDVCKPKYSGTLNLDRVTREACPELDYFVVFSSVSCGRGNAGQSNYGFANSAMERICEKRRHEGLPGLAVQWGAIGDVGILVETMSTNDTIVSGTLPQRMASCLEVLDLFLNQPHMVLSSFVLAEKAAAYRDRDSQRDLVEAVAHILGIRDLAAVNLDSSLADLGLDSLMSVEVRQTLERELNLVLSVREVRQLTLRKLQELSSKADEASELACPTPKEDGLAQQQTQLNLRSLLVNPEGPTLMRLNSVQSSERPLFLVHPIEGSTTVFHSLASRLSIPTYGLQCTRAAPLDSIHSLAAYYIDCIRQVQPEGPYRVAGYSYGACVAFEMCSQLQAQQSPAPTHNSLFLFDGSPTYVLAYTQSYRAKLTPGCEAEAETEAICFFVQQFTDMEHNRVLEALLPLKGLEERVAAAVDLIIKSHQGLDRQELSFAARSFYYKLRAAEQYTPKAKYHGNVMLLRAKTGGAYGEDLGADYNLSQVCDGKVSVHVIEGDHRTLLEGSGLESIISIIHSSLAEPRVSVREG
MsrA inh: inhibitors of bovine MsrA | purified bovine MsrA, absorbance read-out | 0.75% of 360,000 active | AID 651718 | inhibition, % at 15.5 µM; in the data active means inhibition above about 4.5%;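 further: 0% = vehicle wells with enzyme and 100% = reference inhibitor wells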
eLon inh: inhibits E. coli Lon protease; P0A9M0; purified E. coli Lon protease, fluorescence polarization; inhibition, % at 7.94 µM; 0.42% of 360,000 active; in the data active means inhibition above about 13%, passing the limit was not always enough;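 further: 0% = enzyme with probe and DMSO and 100% = no enzyme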
Neddyl block: blocks human cullin neddylation; P61081+Q13564; TR-FRET cullin neddylation, biochemical; calls only at 25 µM; 0.58% of 360,000 active; in the data active means inhibition above about 36%
Rin1-Abl PPI inh: blocks binding of human Rin1 to Abl. P00519+Q13671. TR-FRET Rin1/Abl binding, biochemical. inhibition, % at 7.35 µM. 0.4% of 360,000 active. AID 588664; in the data active means inhibition above about 5%, passing the limit was not always enough
An asterisk follows results filed as active; i = inactive; / = not tested or not shown; + = active, no number. Some of the compounds tested, so the mix of outcomes need not match the whole.

SMILES	SKN-1 block	bovine MsrA act	MT1-MMP act inh	NRP1-CendR mod	FAS-TE inh	MsrA inh	eLon inh	Neddyl block	Rin1-Abl PPI inh
CCn1ccnc1CN1CCCC(C(=O)c2ccc(SC)cc2)C1 (stereo unspecified)	-14	-3	-3	0	-6	0.3	-3	i	-3
Cc1ccccc1N1C(=O)NC(=O)/C(=C/c2ccc(N3CCOCC3)o2)C1=O	19	-8	-48	-176	-6	-0.3	-438	i	-13
O=C1NC(=O)C(=Cc2ccccc2OCCOc2ccc([N+](=O)[O-])cc2)C(=O)N1	-8	-10	7	-24	-3	/	0	i	4
CCN1/C(=C\C=C\C2=[N+](CC)c3ccccc3C2(C)C)C(C)(C)c2ccccc21	66	0	-35	124	-193	/	+	i	-24
CCN1CCN(C(=O)COc2ccc3oc4c(c3c2)CCCC4)CC1	-10	6	4	14	8	0.7	9	i	-1
CC(=O)c1ccc(OC(=O)N(C)c2ccccc2)cc1	2	-5	-4	6	-4	-0.3	-1	i	-1
CCOC(=O)C1(CCOc2ccccc2)CCN(Cc2ccccc2OC)CC1	3	-1	1	0	4	0.4	1	i	0
O=[N+]([O-])c1ccc(N2CCNCC2)cc1NCc1ccco1	1	-2	-3	6	-7	-1.0	2	i	-6
Cc1ccc(N2C(=O)NC(=O)/C(=C\c3cc(C)n(-c4sc5c(c4C#N)CCCC5)c3C)C2=O)cc1	9	-5	2	-138	-12	0.5	-37	i	-2
O=c1[nH]c(=S)[nH]c(O)c1/C=N/N1CCOCC1	11	-7	2	-8	-2	1.3	5	i	-2
CCN1C(=O)NC(=O)/C(=C\c2cn(CC(=O)N3CCCCC3C)c3ccccc23)C1=O (stereo unspecified)	8	-4	-4	-20	-5	/	-37	i	5
CN(CC#CCN1CCCC1)C(=O)c1cccc(Cl)c1	15	-2	3	23	-4	-0.3	3	i	-3
COC(=O)C1=C(c2ccc(C(C)=O)cc2)C[C@@H]2CC[C@H]1N2C(=O)N1CCC(O)CC1	-10	-4	2	29*	-12	0.5	3	i	-1
COc1ccc(CC2(CCc3ccncc3)C(=O)NC(=O)NC2=O)cc1OC	-9	-10	1	-8	-9	1.5	-4	i	1
CSCCC(N=Cc1c(O)n(-c2ccc(Br)cc2)c(=O)[nH]c1=O)C(=O)OC(C)(C)C (stereo unspecified)	15	0	-3	7	3	0.7	-1	i	-3
O=C1C2CCCC1C(N1CCCC1)CC2 (stereo unspecified)	8	-10	-1	-2	-9	-0.9	-3	i	3
COc1ccccc1-n1c(-c2ccccc2Cl)nc2ccccc2c1=O	9	-1	-7	0	2	0.8	-7	i	3
CCCN1CCO[C@@H]2c3cc(O)ccc3OC[C@H]21	-2	-3	3	0	-2	-0.6	-6	i	-1
Cc1cc(C)cc(NC(=S)NC2CC3CCCC(C2)N3Cc2cccs2)c1 (stereo unspecified)	5	-5	10	6	3	-1.2	1	i	0
Cc1ccc(/C=C2\C(=O)NC(=O)N(CCc3ccc(F)cc3)C2=O)s1	12	0	-1	-9	-4	-1.0	-8	i	2
CCOC(=O)Cn1cc(C(=O)c2ccccc2)c2ccccc21	10	0	-2	8	6	1.2	-14	i	3
CN(C)C(Cc1ccccc1)C(=O)c1ccccc1 (stereo unspecified)	6	-7	1	0	-7	1.0	-11	i	-2
CC(C)N(Cc1ccco1)/N=C/c1c(O)n(Cc2ccccc2)c(=O)[nH]c1=O	1	-4	7	-16	-1	1.1	-11	i	1
COC(=O)C1=C(c2cccc(NC(C)=O)c2)C[C@@H]2CC[C@H]1N2C	7	0	0	18	-12	-1.3	4	i	2
CCC(c1nnnn1-c1ccc2c(c1)OCCO2)N1CCC2(CC1)C(=O)NCN2c1ccccc1 (stereo unspecified)	18	-3	1	-1	5	-0.5	-2	i	4

(list continues)
SMILES	SKN-1 block	bovine MsrA act	MT1-MMP act inh	NRP1-CendR mod	FAS-TE inh	MsrA inh	eLon inh	Neddyl block	Rin1-Abl PPI inh
COc1ccc(C(=O)C2CCCN(Cc3ccccn3)C2)c(OC)c1 (stereo unspecified)	-9	0	-1	7	-9	-0.9	-1	i	-1
C=CCN1C(=O)NC(=O)/C(=C/c2cccn2C)C1=O	10	-1	-5	12	-7	0.7	-9	i	4
O=C1Nc2ccccc2Sc2ccccc21	-3	-4	-1	-1	-4	1.5	1	i	0
O=P(C(c1c[nH]c2ccccc12)N1CCOCC1)(N1CCOCC1)N1CCOCC1 (stereo unspecified)	-9	-4	-1	4	-8	0.2	-9	i	1
Cn1c(O)c(/C=C/C=Nc2ccccc2)c(=O)n(C)c1=S	16	-1	-1	-192	-39	2.7	i	i	-2
CN1C(=O)C(O)N=C(c2ccccc2)c2ccccc21 (stereo unspecified)	11	-2	-2	8	-5	1.0	12	i	-1
COc1ccn(C)c(=O)c1C#N	2	-3	0	9	-5	0.5	2	i	0
COC(=O)C1=C(c2ccc(C(C)=O)cc2)C[C@@H]2CC[C@H]1N2C(=O)NC1CCCCC1	12	-7	3	10	-11	-0.3	-3	i	6
COC(=O)C1CN(C#N)N(c2ccc(Cl)cc2)C12c1ccccc1-c1ccccc12 (stereo unspecified)	-9	-12	-34	-13	-16	/	2	i	5
CC(C)C[C@H]1COc2cc(N3CCN(C)CC3)ccc2S(=O)(=O)N1	8	-9	0	6	-8	1.1	7	i	/
COc1ccc(CC2C(=O)N(c3ccccc3)C(=O)N(c3ccccc3)C2=O)c(OC)c1	7	-2	-6	-14	-9	0.6	-14	i	4
O=c1[nH]c2ccccc2n1C1CCN(C(c2ccnc3ccccc23)c2nnnn2-c2ccc3c(c2)OCCO3)CC1 (stereo unspecified)	-2	-2	-9	7	17	-0.8	-20	i	45*
CCN(CC)CCCC(C)N=C(c1ccccc1)c1c(O)n(C)c(=O)n(C)c1=O (stereo unspecified)	10	-3	-1	2	-7	-0.4	1	i	-1
COC(=NC1CCCC1)C(O)c1c[nH]c2ccccc12 (stereo unspecified)	-9	-2	-3	-6	-8	-0.2	-6	i	-1
C[N+]1([O-])[C@@H]2CC(OC(=O)[C@H](CO)c3ccccc3)C[C@H]1[C@@H]1O[C@@H]12 (stereo partly specified)	4	-1	0	-2	-2	2.8	2	i	0
CC(=O)c1ccc(OCC(=O)N2CCCC(N(C)Cc3ccccc3)C2)cc1 (stereo unspecified)	16	-4	0	4	-4	-0.1	-3	i	0
CN(C)C1(CNC(=O)Nc2ccc(Cl)c(Cl)c2)CCCCC1	27	-2	0	7	-5	-0.4	-12	i	0
CCN1C(=O)NC(=O)/C(=C\c2cn(CC(=O)N3CCCCC3)c3ccccc23)C1=O	-43	-9	-4	-1	-5	-0.8	-33	i	1
O=C(CCc1ccccc1)N1Cc2cc(-c3cccc(F)c3)ccc2-n2nncc2C1	1	-3	1	3	22	-0.7	0	i	2
CC(C(N)=O)N1CC(c2ccc(Cl)cc2)CC1=O (stereo unspecified)	9	0	-2	7	-6	-1.1	-9	i	-6
Cc1ccccc1-n1c(-c2ccco2)nc2ccccc2c1=O	2	-11	-2	-7	-6	2.5	-7	i	-3
COC(=O)c1c2[n+](cc3cc(OC)c(OC)cc13)CCc1cc(OC)c(OC)cc1-2	-1	-1	7	-1	-6	4.1	-1	i	-4
Cc1[nH]c2ccccc2c1C(=O)C(=O)N1CCC2(CC1)OCCO2	7	-1	-8	8	-3	-0.1	0	i	-3
O=P(Nc1ccccc1Cl)(c1ccccc1)c1nc2c(s1)CCCC2 (stereo unspecified)	-14	-9	2	17	-2	0.2	5	i	-1
Cc1ccnc(NC(=O)CCCc2ccc(N(CCCl)CCCl)cc2)n1	-5	-4	6	13	3	-0.9	5	i	3

Retrieved by structure from the list above (6):
SMILES	SKN-1 block	bovine MsrA act	MT1-MMP act inh	NRP1-CendR mod	FAS-TE inh	MsrA inh	eLon inh	Neddyl block	Rin1-Abl PPI inh
Cc1ccccc1-n1c(-c2ccco2)nc2ccccc2c1=O	2	-11	-2	-7	-6	2.5	-7	i	-3
CCN(CC)CCCC(C)N=C(c1ccccc1)c1c(O)n(C)c(=O)n(C)c1=O (stereo unspecified)	10	-3	-1	2	-7	-0.4	1	i	-1
COC(=O)C1=C(c2ccc(C(C)=O)cc2)C[C@@H]2CC[C@H]1N2C(=O)NC1CCCCC1	12	-7	3	10	-11	-0.3	-3	i	6
O=C(CCc1ccccc1)N1Cc2cc(-c3cccc(F)c3)ccc2-n2nncc2C1	1	-3	1	3	22	-0.7	0	i	2
COc1ccn(C)c(=O)c1C#N	2	-3	0	9	-5	0.5	2	i	0
O=P(C(c1c[nH]c2ccccc12)N1CCOCC1)(N1CCOCC1)N1CCOCC1 (stereo unspecified)	-9	-4	-1	4	-8	0.2	-9	i	1

Next section.
SMILES	SKN-1 block	bovine MsrA act	MT1-MMP act inh	NRP1-CendR mod	FAS-TE inh	MsrA inh	eLon inh	Neddyl block	Rin1-Abl PPI inh
Cc1nn(Cc2ccccc2Cl)c(Cl)c1C(=O)OCC(=O)NC(=O)NC1CCCCC1	10	-14	-6	11	-14	0.0	-2	i	-2
O=c1c2ccccc2nc(-c2ccc([N+](=O)[O-])cc2)n1-c1ccccc1	3	1	-1	10	-8	0.6	-5	i	1
Cc1ccccc1-c1ccc2c(c1)C1c3c(-c4ccccc4)nnn3-c3ccccc3C(=O)N1CC2 (stereo unspecified)	8	-9	-2	-20	79*	-0.6	1	i	4
COc1ccc(CNCCc2c[nH]c3ccccc23)c(OC)c1OC	18	-4	-2	10	-5	1.8	-8	i	-1
COC(=O)C1=C(c2c(C)noc2C)C[C@@H]2CC[C@H]1N2C(=O)NCCNC(C)=O	1	-2	2	19	-14	-0.7	3	i	1
CN1CC(C(=O)c2ccc(F)cc2)C(c2ccc(F)cc2)C1 (stereo unspecified)	4	-2	-6	-2	-5	-0.1	-10	i	2
CCOC(=O)[C@]12Cc3ccccc3[C@H]1N(CCC(=O)OC)C(=O)c1ccccc12	-8	-9	-4	-3	7	1.9	4	i	/
O=[N+]([O-])c1ccc(NC2CCCC2)c2ccncc12	18	-1	2	-2	0	/	-10	i	-8
CCCCn1c(O)c(/C=N/NC(=O)c2ccncc2)c(=O)[nH]c1=S	16	-8	-2	-107	32	1.3	-39	+	-2
O=C1CN=C(c2ccc(F)cc2)c2oc3ccccc3c2N1	-7	-1	-2	0	-2	1.7	8	i	-1
COc1ccccc1-n1c(-c2ccc(C)cc2)nc2ccccc2c1=O	-5	-4	-1	-1	4	-0.3	10	i	2
COC(=O)CN(CCCl)P1(=O)OCCCN1CCCl (stereo unspecified)	-2	-5	7	-1	-4	-0.9	-6	i	/
COC(=O)CSC1=NP(=S)(SCC(=O)OC)N2CCCC2=C1C#N (stereo unspecified)	-19	-6	-3	2	-5	1.6	-2	i	-2
COC(=O)C1=C(c2cc3ccccc3o2)C[C@@H]2CC[C@H]1N2C(=O)NCc1ccc(F)cc1	17	-1	-1	10	19	-0.3	-6	i	1
CCc1nc2ccccc2c(=O)n1-c1ccccc1OC	-4	-3	0	5	-5	0.3	-6	i	-3
CCCCn1c(O)c(C(C)=NC(Cc2c[nH]c3ccccc23)C(=O)OC)c(=O)[nH]c1=O (stereo unspecified)	13	-1	-5	-22	-3	0.3	4	i	-1
Cc1ccc(C2CC3CCC(C2)N3Cc2ccccc2F)cc1 (stereo unspecified)	4	-5	-1	-3	4	-0.5	-1	i	-2
CCOC(=O)c1cc(C)sc1/N=C/C1C(=O)NC(=S)NC1=O	44	-15	-1	-18	1	1.3	-31	i	2
O=C(c1ccc2c(c1)OCO2)C1CCCN(Cc2c(F)cccc2Cl)C1 (stereo unspecified)	15	-1	-2	3	23	0.3	4	i	0
CCc1nnc(NS(=O)(=O)c2ccc(N=Cc3c(O)n(-c4ccc(Cl)cc4)c(=O)[nH]c3=O)cc2)s1	2	-3	-40	7	-3	1.5	-64	i	3
O=C(Nc1c(F)cc(F)cc1F)c1cccn(Cc2ccccc2)c1=O	0	-13	10	-1	3	0.9	1	i	-2
O=C(N/N=C/c1c(O)n(Cc2ccc(F)cc2)c(=O)[nH]c1=O)c1ccccc1O	4	-7	-3	-38	20	4.0	-17	i	-1
O=C1NC(=O)N(c2ccc(Br)cc2)C(=O)/C1=C/c1ccsc1	9	-4	-15	-29	-6	-1.0	-37	i	1
